Assay outcomes (PubChem BioAssay)
PLCg1 inh = PLC-gamma1 (human) inhibition, primary screen | 0.84% of 370,000 active | inhibition, % at 12.2 µM | purified PLC-gamma1, fluorogenic substrate, fluorescence; in the data active means inhibition above about 9.5%
ADAM17 inh = inhibitors of human ADAM17; P78536; recombinant ADAM17, EDANS/DABCYL FRET peptide cleavage; inhibition, % at 6.95 µM; AID 720648; 0.83% of 370,000 active;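 active means inhibition above the mean of compounds lying between control limits plus 3 SD, set per campaign, cut at about 8.5% in these data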;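 further: 0% = DMSO-only wells as the low control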
Target sequence (P78536 215-824 limits assumed): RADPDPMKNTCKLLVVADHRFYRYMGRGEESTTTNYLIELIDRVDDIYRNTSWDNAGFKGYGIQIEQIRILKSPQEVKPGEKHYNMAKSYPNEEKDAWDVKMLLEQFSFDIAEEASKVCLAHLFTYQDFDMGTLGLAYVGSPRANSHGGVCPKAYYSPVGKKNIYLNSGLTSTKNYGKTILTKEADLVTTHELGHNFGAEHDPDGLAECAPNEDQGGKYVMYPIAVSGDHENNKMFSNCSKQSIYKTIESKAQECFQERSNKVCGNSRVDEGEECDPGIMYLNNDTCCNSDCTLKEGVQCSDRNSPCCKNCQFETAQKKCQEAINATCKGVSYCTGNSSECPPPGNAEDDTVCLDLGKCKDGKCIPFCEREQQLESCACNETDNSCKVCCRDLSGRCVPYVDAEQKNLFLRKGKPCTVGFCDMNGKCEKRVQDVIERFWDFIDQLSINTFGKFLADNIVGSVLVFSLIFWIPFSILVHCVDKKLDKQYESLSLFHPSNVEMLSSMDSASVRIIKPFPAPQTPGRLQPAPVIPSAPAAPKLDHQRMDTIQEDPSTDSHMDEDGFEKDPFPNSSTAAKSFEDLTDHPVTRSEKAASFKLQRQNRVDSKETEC
PLC-beta3 inh = PLC-beta3 (human) inhibition, primary screen; inhibition, % at 12.2 µM; AID 720704; 0.18% of 370,000 active; Purified PLC-beta3, fluorogenic substrate, fluorescence; Q01970; in the data active means inhibition above about 11%;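 further: 0% = median of compound wells on plate and 100% = full blocker control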
Tn7 DDE FP = inhibitors of Tn7 peptide binding to human fibrin DD(E). P02675. FP displacement of FITC-Tn7 peptide from fibrin DD(E); 0% = median of compound wells per plate. inhibition, % at 8.3 µM. 0.13% of 370,000 active. AID 720508;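 active means inhibition above the mean of compounds falling within the control limits plus 3 SD of them, cut at about 14% in these data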;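 further: 0% = plate median of compound wells and 100% = 10 µM Aha-Tn7 peptide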
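Test system – human fibrin DD(E) · Times – 10 min preincubation, 3 h with tracer, room temperature · Detection – fluorescence polarization of the labelled Tn7 tracer · Measure – percent inhibition normalized to high-control wells · Benchmarks – high control wells with 10 µM unlabelled Aha-Tn7 peptide (full inhibition) · Repeats – singlicate testing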
ARFGAP1 inhibitor = inhibitors of rat ARFGAP1. Q62848. inhibition, % at 16.5 µM. Arfgap1-stimulated ARF1 GTP hydrolysis, GDP FP detection. 0.26% of 360,000 active;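 active means inhibition above a per-plate limit, mean inhibition of low control wells plus 3 SD, cut at about 25% in these data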;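 further: 0% = DMSO wells with enzyme and 100% = wells lacking Arfgap1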
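System: truncated rat Arfgap1 GAP domain / Medium: HEPES-based buffer, pH 7.5 / Also added: N-terminally truncated human ARF1-GTP substrate / Incubation: enzyme reaction 120 min at 25 °C after 20 min preincubation / Measured by: FP of antibody-bound GDP Alexa 633 tracer, ex 620/em 688 nm / Replicates: singlicate, each compound tested once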
DDE Tn6 FP inh = inhibitors of Tn6 peptide binding to human fibrin DD(E). Fibrin DD(E) TRITC-Tn6 fluorescence polarization displacement. inhibition, % at 8.3 µM. 0.21% of 370,000 active. AID 720509;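 active means inhibition above a per-campaign cutoff: mean of compounds within control limits plus 3 SD, cut at about 15% in these data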;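 further: 0% = median of all compound wells on the plate and 100% = blocking peptide control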
MBD2 inh = blocks human MBD2 binding to methylated DNA; TR-FRET, MBD2 binding to methylated oligonucleotide; inhibition, % at 4.4 µM; 0.31% of 370,000 active; AID 686964; in the data active means inhibition above about 13%
ASAP1 inh = inhibitors of human ASAP1 ArfGAP activity; Q9ULH1; ASAP1-stimulated ARF1 GTP hydrolysis, GDP FP detection; inhibition, % at 16.5 µM; 0.19% of 360,000 active; in the data active means inhibition above about 25%;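 further: 0% = vehicle with enzyme and substrate and 100% = no enzyme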
Target sequence (Q9ULH1 325-724 limits assumed): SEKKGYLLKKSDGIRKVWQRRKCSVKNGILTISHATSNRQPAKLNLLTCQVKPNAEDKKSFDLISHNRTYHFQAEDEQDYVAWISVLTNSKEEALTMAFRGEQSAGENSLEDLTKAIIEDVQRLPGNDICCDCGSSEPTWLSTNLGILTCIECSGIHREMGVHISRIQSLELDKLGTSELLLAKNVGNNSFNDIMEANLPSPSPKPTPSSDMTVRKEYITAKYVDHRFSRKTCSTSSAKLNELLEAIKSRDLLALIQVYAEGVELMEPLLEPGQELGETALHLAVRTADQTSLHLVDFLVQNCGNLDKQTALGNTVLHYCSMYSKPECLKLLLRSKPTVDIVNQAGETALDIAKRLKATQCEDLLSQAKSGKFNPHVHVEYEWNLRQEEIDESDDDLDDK
KLK7 zymogen act = activators of human kallikrein-7 zymogen | P49862 | purified proKLK7, EDANS-DABCYL substrate fluorescence; 100% is mature enzyme control, 0% vehicle | activation, % at 7 µM | 0.9% of 370,000 active | AID 652039;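 active means activation above the mean of all tested compounds plus 3 SD, computed per campaign excluding outliers beyond control limits, cut at about 13% in these data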
UHRF1 binding = human UHRF1 methylated DNA binding inhibitors | UHRF1 binding to methylated oligo, TR-FRET | inhibition, % at 4.4 µM | 0.75% of 370,000 active | Q96T88; in the data active means inhibition above about 21%;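 further: UHRF1 SRA domain binding a hemimethylated CpG hairpin DNA probe; 0% = median of test compound wells and 100% = reference inhibitor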
* hit, by the source's call; . = no result given.

Order of values – PLCg1 inh	ADAM17 inh	PLC-beta3 inh	Tn7 DDE FP	ARFGAP1 inhibitor	DDE Tn6 FP inh	MBD2 inh	ASAP1 inh	KLK7 zymogen act	UHRF1 binding
COC(=O)[C@@]12CCCN1[C@H](c1ccc(-c3ccc(F)cc3)cc1)[C@H]1C(=O)N(C)C(=O)[C@H]12
  1	3	-4	2	-6	9	-6	10	0.0	0
CC(C)N(C#N)c1nc(N2CCOCC2)nc(N2CCOCC2)n1
  1	-4	0	-2	-4	7	-1	-8	0.3	-3
O=S(=O)(c1ccc(Cl)s1)N1CCNCC1
  -2	-3	-6	1	-3	2	1	-8	-0.7	3
CCC(CC)c1nnc(NC(=O)Cc2c[nH]c3ccccc23)s1
  0	6	4	-10	15	-3	-2	16	0.6	1
O=C(NNC(=O)c1ccccc1Br)c1ccc(Cl)cc1
  -2	-5	1	1	-3	-4	8	-5	-0.2	0
O=C(c1ccc(CSCc2ccccc2F)o1)N1CCN(c2ccc(N3CCOCC3)nn2)CC1
  -109	-60	-142	-5	2	3	-4	1	-4.2	-1
CCOC(=O)CSC1=C(C#N)C(c2ccc3c(c2)OCO3)CC(=O)N1 (configuration not stated)
  0	-3	-1	1	4	-3	3	-1	0.2	2
COc1ccc2c(CC(=O)N3CCc4cc(OC)c(OC)cc4C3)coc2c1
  -10	-4	-20	4	-9	1	0	-7	0.0	-3
Cn1ccnc1SCc1nc2c(cnn2-c2ccccc2)c(=O)[nH]1
  -2	-2	1	7	10	1	4	-2	-0.2	-1
Cc1ccsc1C(=O)OCC(=O)NC1CCCCC1C (configuration not stated)
  1	-3	3	2	-7	5	-1	0	-0.1	-1

Some of these compounds in order of their number in UHRF1 binding, highest first:
| SMILES | PLCg1 inh | ADAM17 inh | PLC-beta3 inh | ARFGAP1 inhibitor | DDE Tn6 FP inh | MBD2 inh | ASAP1 inh | KLK7 zymogen act | UHRF1 binding |
| --- | --- | --- | --- | --- | --- | --- | --- | --- | --- |
| O=S(=O)(c1ccc(Cl)s1)N1CCNCC1 | -2 | -3 | -6 | -3 | 2 | 1 | -8 | -0.7 | 3 |
| CCC(CC)c1nnc(NC(=O)Cc2c[nH]c3ccccc23)s1 | 0 | 6 | 4 | 15 | -3 | -2 | 16 | 0.6 | 1 |
| CC(C)N(C#N)c1nc(N2CCOCC2)nc(N2CCOCC2)n1 | 1 | -4 | 0 | -4 | 7 | -1 | -8 | 0.3 | -3 |

Ordered by formula weight (falling): part of the list above.
Order of values – PLCg1 inh	ADAM17 inh	PLC-beta3 inh	Tn7 DDE FP	ARFGAP1 inhibitor	DDE Tn6 FP inh	MBD2 inh	ASAP1 inh	KLK7 zymogen act	UHRF1 binding
COC(=O)[C@@]12CCCN1[C@H](c1ccc(-c3ccc(F)cc3)cc1)[C@H]1C(=O)N(C)C(=O)[C@H]12
  1	3	-4	2	-6	9	-6	10	0.0	0
COc1ccc2c(CC(=O)N3CCc4cc(OC)c(OC)cc4C3)coc2c1
  -10	-4	-20	4	-9	1	0	-7	0.0	-3
O=S(=O)(c1ccc(Cl)s1)N1CCNCC1
  -2	-3	-6	1	-3	2	1	-8	-0.7	3

Following part:
Order of values – PLCg1 inh	ADAM17 inh	PLC-beta3 inh	Tn7 DDE FP	ARFGAP1 inhibitor	DDE Tn6 FP inh	MBD2 inh	ASAP1 inh	KLK7 zymogen act	UHRF1 binding
Cn1ncc([N+](=O)[O-])c1C(=O)Nc1ccc(C2CCCCC2)cc1
  3	6	1	-3	-11	7	1	1	0.3	3
CCCNC(=O)CNC(=O)c1ccc(C#N)cc1
  -1	-4	1	3	-5	1	2	0	0.6	1
Cc1cc(C)cc(Nc2ccc([N+](=O)[O-])nc2[N+](=O)[O-])c1
  3	0	1	-5	22	3	-7	2	0.0	-6
NS(=O)(=O)c1ccc(CCNC(=O)c2ccc3c(c2)N(Cc2ccccc2)CCS3)cc1
  -75	-53	-113	-9	-5	-2	0	1	-16	-1
O=C(NCCc1c[nH]c2ccccc12)C1CCN(S(=O)(=O)c2ccccc2)CC1
  4	-4	-2	-1	-1	2	-4	9	0.2	-5
Cc1ccc(Cn2nc(C)cc2C(=O)Nc2ccccc2Cl)cc1
  -13	-1	1	-7	13	0	0	8	-0.4	1
O=S(=O)(Nc1ccc(Cc2ccncc2)cc1)N1CCCC1
  2	0	-32	0	-4	1	-1	2	-0.7	-1
Cc1cc(OC(C)C(=O)Nc2ccncc2)ccc1Cl (configuration not stated)
  -4	-7	-6	4	-3	-2	1	-5	0.0	3
COc1ccccc1NC(=S)N(CCc1c(C)[nH]c2ccccc12)Cc1cccs1
  -17	-2	-19	-2	6	-4	2	7	-0.4	-3
CCc1c(C)nc(SCC(=O)N2CCCCC2CC)[nH]c1=O (configuration not stated)
  2	-3	-5	-5	3	-3	-2	4	-0.8	2
CC1CN(C)C(C)c2c1oc1ccc([N+](=O)[O-])cc21 (configuration not stated)
  3	0	2	-7	-2	-3	3	3	0.1	-3
COc1ccccc1-c1nnc(SCC#CCOC(=O)c2ccc(F)cc2)o1
  2	-4	-11	-5	.	-3	0	.	.	2
CCOc1ccc(OCC(=O)OCC(=O)Nc2ccccc2C#N)cc1
  -2	1	0	-2	8	-6	2	-8	-0.1	0
O=C(Nc1ccc(-c2csc(Nc3ccccc3)n2)cc1)c1cc([N+](=O)[O-])cc(C(F)(F)F)c1
  4	3	3	1	14	-1	-2	16	-0.1	6
Cc1ccccc1-n1c(C)c(C#N)c(=O)c(-[n+]2ccccc2)c1[S-]
  -2	-1	4	-1	4	3	-4	-11	0.3	-1
CCOc1cccc(C2c3c(oc4ccccc4c3=O)C(=O)N2c2ccccn2)c1 (configuration not stated)
  -10	-2	-12	1	4	8	-3	-1	0.5	8
CCC1CCCCN1CCCNC(=O)c1ccc2c(=O)n(CCOC)c(=O)[nH]c2c1 (configuration not stated)
  -45	-27	-73	-2	8	-7	0	-5	-12	0
O=C(NCC(c1ccco1)N1CCCCC1)c1cccnc1 (configuration not stated)
  -1	0	-7	0	9	4	0	2	0.1	-2
NC(=O)c1cccnc1Sc1ccc(Cl)cc1
  3	2	2	2	-8	-2	4	5	-0.3	-2
O=C(CSc1nnc(SCc2ccccc2)s1)N/N=C/c1ccc(Cl)cc1Cl
  2	1	1	4	1	0	1	0	0.1	2
Cc1ccc(C)n1-c1nnc(N2CCC(C(=O)N3CCN(C)CC3)CC2)s1
  -2	-2	-4	1	2	1	-5	4	1.4	-1
CCCOC(=O)C1=C(C)OC23OC(N)=C(C#N)C12C(=O)c1ccccc13 (configuration not stated)
  -6	-4	-7	7	2	-3	-1	1	0.1	-3
CCOc1ccc(C)cc1S(=O)(=O)N1CCCCC1
  -4	1	-4	5	-10	1	-1	4	0.2	8
CC1(C(=O)NS(=O)(=O)c2ccc(Br)cc2)CCN1C(=O)C/C=C/c1ccccc1 (configuration not stated)
  -3	-4	-13	3	-3	2	2	-4	-0.7	0
CCOc1ccc(CN2CCCC(CNC(=O)c3ccc(F)cc3)C2)cc1CO (configuration not stated)
  0	0	0	7	-5	0	1	17	0.3	-2
Cc1ccc(OCC(=O)NCCCNC(=O)COc2ccc(C)cc2)cc1
  -2	0	-1	-6	7	1	3	-6	0.3	13
COc1ccc(/C=N/Nc2nonc2N)cc1OC
  0	-1	4	2	3	-2	0	-6	0.2	-4
O=C(CCCN1C(=O)c2ccccc2C1=O)Nc1ccc(S(=O)(=O)N2CCCCC2)cc1
  5	1	1	-7	4	-4	-7	1	1.6	2
Cc1cccc(CCNC(=O)Cc2ccc(NC3=NC4CS(=O)(=O)CC4S3)cc2)c1 (configuration not stated)
  0	1	5	-4	0	-4	-2	-8	0.0	-3
COc1ccc(S(=O)(=O)N2CCOCC2)c(C)c1C
  1	-1	2	-4	1	-3	5	0	-0.2	1
Cc1nc(-c2ccc(F)cc2)c(CC(=O)N2CCN(S(=O)(=O)c3cccc([N+](=O)[O-])c3)CC2)s1
  -5	-3	-9	-7	-9	-2	0	0	-0.1	1
O=C(COC(=O)COc1ccccc1)NCCc1ccccc1
  2	0	0	2	-5	6	-2	-10	-0.3	-1
Cc1cc(C(=O)Nc2ccncc2)ccc1[N+](=O)[O-]
  1	0	1	-1	2	2	6	9	0.5	-1
CCN(CC)c1ccc(C2C3CCCCC3(O)CCN2CC(=O)N2CCCCC2)cc1 (configuration not stated)
  0	0	-1	2	-7	5	-4	-7	-0.2	2
COc1ccc(-c2noc(-c3ccc4c(c3)OCO4)n2)cc1
  3	-4	3	6	0	-1	-1	3	-0.4	1
Cc1nn(CC(=O)N2CCN(C34CC5CC(CC(C5)C3)C4)CC2)c(C)c1[N+](=O)[O-]
  3	0	-3	-1	4	2	-3	2	0.8	-2
CCO[C@H]1OC(C(=O)NCc2ccccc2)=C[C@@H](c2ccccc2)[C@@H]1CCCO
  4	0	2	-5	-5	3	-1	6	0.1	0
Cc1c[n+](C)ccc1CC1C([N+](=O)[O-])=C[N-]c2ncnn21 (configuration not stated)
  2	-2	-6	2	7	1	-7	14	0.7	-1
CCc1nc2c(OCCOc3ccccc3)cccn2c1N(C)C(=O)c1ccc(OC)cc1
  -5	3	-4	-12	1	4	-5	2	-0.7	0
Cc1cc(-c2ccco2)n2c(nc3ccccc32)c1C#N
  -156	-4	-178	-4	-15	-2	-6	-2	-2.2	-8
COC(=O)[C@]12CCCCC=C1N(CCc1ccc(OC)c(OC)c1)C(=O)[C@H](CC(=O)NCCc1ccccc1OC)C2
  0	0	5	-3	5	-1	-4	-7	0.2	-3
CCn1ncc(NC(=S)Nc2ccc3c(c2)OCO3)c1C(N)=O
  -33	-8	-153	3	-5	0	-1	19	-0.2	-3
Cc1ccc(-c2cc(C(F)(F)F)n3ncc(C(=O)N4CCN(C)CC4)c3n2)cc1
  -99	-14	-130	9	-2	3	1	5	1.5	-1
